PPARg SRC-3 ag: promotes SRC-3 coactivator recruitment by human PPARgamma; 200,000 compounds, 0.26% hits; biochemical PPARgamma/SRC-3 coactivator recruitment assay; AID 731; activation, % at 8 µM; in the data active means activation above about 23%;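 further: 0% = DMSO and 100% = reference agonist; some compounds past the cut are filed as inactive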
Target sequence (P37231 whole entry, looked up): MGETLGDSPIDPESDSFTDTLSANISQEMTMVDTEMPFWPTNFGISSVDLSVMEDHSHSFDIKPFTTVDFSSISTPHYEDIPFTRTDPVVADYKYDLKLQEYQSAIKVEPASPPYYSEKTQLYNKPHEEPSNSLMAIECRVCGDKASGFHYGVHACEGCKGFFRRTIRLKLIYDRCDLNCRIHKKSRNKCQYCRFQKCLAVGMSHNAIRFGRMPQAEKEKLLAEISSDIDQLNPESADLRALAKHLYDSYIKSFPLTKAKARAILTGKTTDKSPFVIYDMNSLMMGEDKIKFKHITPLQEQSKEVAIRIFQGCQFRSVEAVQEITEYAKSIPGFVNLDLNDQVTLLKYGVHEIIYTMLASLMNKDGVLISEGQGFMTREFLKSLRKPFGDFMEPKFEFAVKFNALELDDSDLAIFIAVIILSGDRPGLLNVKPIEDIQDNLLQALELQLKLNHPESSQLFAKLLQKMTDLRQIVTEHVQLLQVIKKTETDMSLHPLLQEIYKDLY
bIAP activator: intestinal alkaline phosphatase (bovine) activation. activation factor at 20 µM. purified bovine IAP, CDP-star luminescence, 30 min; stronger effect = higher value; fold of DMSO-control signal, blank-subtracted. 200,000 compounds, 0.17% hits;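 active means activation factor of 2 or more at 20 µM, a signal rise over negative controls twice the positive control's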
TNAP inh no acc: inhibitors of human TNAP without phosphate acceptor; P05186; purified TNAP, CDP-star luminescence, 30 min; inhibition, % at 20 µM; 200,000 compounds, 0.26% hits; AID 1012;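 active means tissue-nonspecific alkaline phosphatase inhibition above about 50% at 20 µM in the single-dose screen, limit read from the data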;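 further: 0% = DMSO negative control and 100% = EDTA positive control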
Target sequence (P05186 whole entry, looked up): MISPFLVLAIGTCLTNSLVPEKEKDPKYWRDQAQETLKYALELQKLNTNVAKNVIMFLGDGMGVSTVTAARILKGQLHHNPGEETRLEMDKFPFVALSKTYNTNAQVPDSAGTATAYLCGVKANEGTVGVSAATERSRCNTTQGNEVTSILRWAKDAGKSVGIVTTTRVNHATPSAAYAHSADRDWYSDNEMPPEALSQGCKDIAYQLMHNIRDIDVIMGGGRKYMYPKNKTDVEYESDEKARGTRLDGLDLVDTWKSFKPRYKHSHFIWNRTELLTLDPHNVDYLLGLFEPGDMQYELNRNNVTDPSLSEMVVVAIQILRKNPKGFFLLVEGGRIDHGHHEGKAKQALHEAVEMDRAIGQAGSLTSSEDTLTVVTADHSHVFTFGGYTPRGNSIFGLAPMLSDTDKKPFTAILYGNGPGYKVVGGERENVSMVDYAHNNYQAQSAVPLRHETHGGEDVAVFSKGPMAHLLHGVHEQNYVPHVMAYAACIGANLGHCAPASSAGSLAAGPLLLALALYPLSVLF
PPARg SRC1 recr: PPARgamma-driven SRC-1 recruitment agonism; 200,000 compounds, 0.41% hits; P37231; activation, % at 8 µM; PPARgamma-SRC-1 coactivator recruitment biochemical assay; in the data active means activation above about 19%;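 further: 0% = DMSO and 100% = reference agonist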
PPARg SRC2 recr: PPARgamma-driven SRC-2 recruitment agonism; P37231; PPARgamma LBD-SRC-2 recruitment, biochemical; activation, % at 8 µM; 200,000 compounds, 0.34% hits; in the data active means activation above about 22%;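 further: 0% = vehicle and 100% = reference agonist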
bIAP inh: blocks bovine intestinal alkaline phosphatase activity; inhibition, % at 20 µM; 190,000 tested, under 10 active; AID 1019; purified bovine IAP, CDP-star luminescence, 30 min;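 active means over 50% inhibition of intestinal alkaline phosphatase at 20 µM in the single-dose screen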
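Assay system: bovine IAP enzyme; medium: DEA buffer 100 mM, pH 9.8, with MgCl2 1.0 mM, ZnCl2 0.02 mM; doses: 20 µM single dose; incubation: enzyme reaction for 30 min at room temperature; detection: CDP-star luminescence signal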
TNAP act hi DEA: increases human TNAP activity under high phosphate acceptor concentration; P05186; purified TNAP, CDP-star luminescence, 1 M DEA, 30 min; stronger effect = higher value; 0 = EDTA background, 1 = DMSO-only activity; activation factor at 20 µM; 200,000 tested, under 10 active;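 active means activation factor at least 2 at 20 µM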
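Measured by: Luminescent substrate turnover signal | Test system: Human TNAP | Input: TNAP 1/800 final | Dosing: 20 µM single point | Schedule: 30 min, room temperature | Controls: EDTA wells as negative control, DMSO wells as positive control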
TNAP inh hiacc: inhibitors of human TNAP at high phosphate acceptor concentration. purified TNAP, CDP-star luminescence, 1 M DEA. AID 1135. inhibition, % at 20 µM. 200,000 compounds, 0.03% hits. P05186;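 active means over 50% inhibition of tissue-nonspecific alkaline phosphatase at 20 µM in the single-dose screen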;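 further: plate controls were DMSO wells for no effect and EDTA-quenched wells as full inhibition for full effect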
TR-FRET SRC-2 ct: TR-FRET artefact, counter-screen to PPARgamma/SRC-2 agonist assay; TR-FRET ratio at 8 µM; 200,000 compounds, 0.4% hits; AID 1049; stronger effect = higher value; in the data active means TR-FRET ratio above about 2000; further: inactives centre near 1500
HMGR II inh: blocks class II HMG-CoA reductase of Enterococcus faecalis; purified E. faecalis HMGR, NADPH absorbance 340 nm kinetic; inhibition, % at 10 µM; 190,000 compounds, 0.41% hits;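 active means inhibition above a set limit, the median over all tested compounds plus 3 SD, cut at about 9.5% in these data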;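 further: enzyme runs in reverse so mevalonate oxidation gives rising NADPH absorbance; 0% = complete reaction with DMSO and 100% = background rate lacking mevalonate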
An asterisk follows results filed as active; . = no result given.

SMILES	PPARg SRC-3 ag	bIAP activator	TNAP inh no acc	PPARg SRC1 recr	PPARg SRC2 recr	bIAP inh	TNAP act hi DEA	TNAP inh hiacc	TR-FRET SRC-2 ct	HMGR II inh
CN(c1ccc(C(=O)NCCSCc2ccc(Cl)cc2)cc1)S(=O)(=O)c1ccccc1	1	0.9	-43	3	-1	14	1.1	-7	1615	-5
Cc1ccc(CSc2ncnc3c2cnn3Cc2ccccc2)cc1	3	0.8	3	0	-7	18	1	1	1361	-2
O=C(NCCc1ccccc1)c1ccc(-c2ccccc2C(F)(F)F)o1	1	0.9	-7	-4	-9	12	1	-3	1462	0
O=C(CCc1ccccc1)N/N=C/c1cccc(O)c1	-1	1	-1	2	9	0	1	1	1515	-3
O=C(c1ccc(CSc2ccc(Cl)cc2)cc1)N1CCOCC1	1	1	-12	4	-3	0	1.1	-5	1504	1
NC(=O)[C@@H]1CCCNc2c(F)cc([N+](=O)[O-])cc2C(=O)N[C@@H](CO)C(=O)NCC(=O)N1	1	0.9	-5	5	-1	11	1	2	1447	-2
CC(=O)Nc1ccc(S(=O)(=O)Nc2cccc(-c3nc4ccccc4o3)c2)cc1	-9	1	-18	-7	3	4	1	-2	1443	-8
Cc1c(Cl)cccc1NC(=S)N1CCC(C(N)=O)(N2CCCCC2)CC1	2	0.8	2	4	1	20	1	-1	1592	-2
Cc1cccc(N(C(=O)CCC(=O)Nc2ccccn2)C(C(=O)NC(C)C)c2ccc(O)cc2)c1 (stereo not given)	14	1	-1	5	1	-4	1	0	1627	-2
C=CCn1c(=S)[nH]c2scc(-c3ccc(C)o3)c2c1=O	24*	1	-6	25*	15	-4	1	-2	2125*	-5
Cn1cc(CNCCN2CCCCC2=O)c(-c2cccc(Cl)c2)n1	3	1	-12	4	8	2	1.1	-6	1727	-1
COC(=O)c1ccc(NC(=O)CSc2nnc(-c3ccncc3)n2N)cc1	1	0.8	7	-4	0	18	1.1	-8	1469	-2
CC1(C)Cc2noc(N)c2C(C)(C)N1OC(=O)c1cccs1	2	0.9	-8	-10	3	6	1	-4	1584	-1
Cc1ccc(S(=O)(=O)Cn2nnnc2C(CC(C)C)N2CCN(c3ccccc3)CC2)cc1 (stereo not given)	-2	1.1	-6	2	9	-6	1.1	-5	1642	-1
CCN(CC)C1CCS(=O)(=O)C1 (stereo not given)	0	1.1	0	0	14	-14	1	1	1798	-5
CCc1nnc(NC(=O)C(=O)NCCOC(=O)c2ccccc2)s1	-2	1	-3	7	0	-4	1	-3	1455	3
COc1ccc(N2CC(C(=O)Nc3ccccc3C(=O)NCc3ccco3)CC2=O)cc1 (stereo not given)	-8	1	-11	-2	-5	-1	1	-2	1551	-1
CC(=O)Cc1nsc(NC(=O)c2csc3c2CCCC3)n1	13	0.9	-11	3	1	13	1	-4	1482	1
Cc1ccc(NC(=O)COc2ccccc2C(=O)Nc2ccccc2)cc1Cl	-3	1	-28	12	6	3	1	1	1711	-1
Cc1ccc(CS(=O)(=O)Cc2ccc(C(=O)NCCCN3CCOCC3)o2)cc1	-5	1.1	-1	2	-1	-8	1	-2	1604	-1
CCC(C)(C)n1nnnc1CN1CCN(c2nc3cc(OC)ccc3cc2C#N)CC1	11	1	-10	-2	1	2	1.1	-8	1481	-3
CCCN1C(=O)c2cc(C(=O)NCCc3cccc(C)c3)ccc2C1O (stereo not given)	9	1	-10	-1	1	0	1	0	1555	3
CCNC(=S)NNC(=O)c1ccc(OC(F)F)cc1	1	1.3	-6	2	-1	-30	1	-5	1518	-8
CNc1nc(SC(C)C(=O)Nc2ccc(Cl)c(Cl)c2)nc(N2CCOCC2)n1 (stereo not given)	1	0.9	-8	8	2	9	1	1	1609	0
CC(C)(C)S(=O)c1cccs1 (stereo not given)	2	1	-17	-2	-3	5	1	1	1325	-2
CCCSc1ccc2nc(-c3ccccc3)cn2c1	3	0.9	-10	12	8	14	1	-1	1660	-6
COc1ccc(N2CCN(C(=O)C3CCN(S(=O)(=O)c4ccc(F)cc4)CC3)CC2)cc1	4	1.1	-8	-3	0	-12	1	0	1385	-5
O=C(CN1C(=O)CCC1=O)Nc1nc(-c2ccc(Oc3ccccc3)cc2)cs1	0	1	-5	6	1	3	1	-1	1526	-7
CC(C)(C)NC(=O)C(c1ccco1)N(C(=O)Cn1nnc(-c2ccc(F)cc2)n1)c1ccccc1F (stereo not given)	8	1	4	0	16	-1	1.1	-7	1515	-3
CC(=O)Nc1cccc(-c2csc(N)n2)c1	3	0.9	-16	3	2	6	1.1	-8	1661	-1
CC(=O)Nc1ccc(NC(=O)CSc2ccc(-c3ccco3)nn2)cc1	1	0.9	-12	13	6	6	1.1	-5	1551	0
O=C(CNC(=O)c1ccc2c(c1)OCO2)N/N=C(Br)/C=C/c1ccccc1	0	0.8	-6	1	-6	24	1	-1	1426	-7
Cc1ccccc1NS(=O)(=O)c1cc(C(=O)NCCSC2CCCCC2)ccc1C	-11	0.9	-13	4	5	6	1.1	-6	1334	0
COc1cc(C(=O)CSc2nncn2C)cc(OC)c1OC	-2	0.9	-12	0	-5	7	1.1	-6	1513	-4
Cc1ccc(SCCC(=O)Nc2ccccc2C(=O)N2CCOCC2)cc1	-2	0.9	-7	2	-3	8	1	-1	1605	0
COc1ccc(CC(=O)Nc2ccccc2Oc2ccccc2)cc1	-3	0.8	-4	-8	-1	20	1.1	-6	1322	-3
Cc1nc2ccccc2n1C1CC(=O)N(Cc2ccccc2)C1=O (stereo not given)	0	0.9	-8	6	7	6	1.1	-9	1568	-7
CCOc1ccc(C2N(c3ccc(F)cc3)C(=O)C3CCCN32)cc1OC (stereo not given)	-6	1	-18	2	-9	-1	1.1	-5	1555	-2
Cn1c(COc2ccc(Br)cc2)nnc1SC1CCc2ccccc2C1=O (stereo not given)	6	0.8	-49	-5	0	18	1	3	1464	-3
N#CC(C(=O)O)=C1CCCC1	7	1	-14	9	-1	-2	1.1	-6	1495	3
Oc1c(C=C2N=c3ccccc3=N2)sc(=S)n1-c1ccccc1	-1	1.1	-112	-3	-1	-11	0.9	5	1472	-4
Cc1cccc(OCC(=O)N/N=C/c2ccc3c(c2)OCO3)c1	1	1	-12	-2	-1	1	1.1	-6	1424	-4
Cc1onc(-c2ccccc2Cl)c1C(=O)N1CCN=C1SCc1cccnc1	7	1.1	12	0	1	-6	1	0	1461	-2
COc1ccc(-c2nnn(CC(=O)N(C3CCCCC3)C(C)C(=O)NC3CCCC3)n2)cc1OC (stereo not given)	-1	1.6	-16	1	2	-58	1.1	-10	1600	-6
C/C=C/c1ccc(OCCCN2C(=O)NC(C)(C)C2=O)c(OC)c1	-2	1	-11	-3	4	4	1	-4	1459	-1
Cc1ccsc1/C=N/N1CCN(C2c3ccccc3-c3ccccc32)CC1	7	1	-9	0	11	1	1	-2	1697	-3
COc1cccc(-c2nc(CS(=O)(=O)CC(=O)N3CCN(C)CC3)c(C)o2)c1	6	0.9	2	5	9	14	1	2	1712	-4
CCOC(=O)N1CCC(NC(=O)CCc2cn(C)c3ccccc23)CC1	-1	1	-6	3	-7	2	1	3	1529	-1
CC(C)(C)OC(=O)NCCCC[C@@H](C(=O)N1CCN(C(=O)OC(C)(C)C)CC1)n1cc(C(CO)NC(=O)OC(C)(C)C)nn1 (stereo not given in full)	-2	1.1	-12	-1	-2	-5	1	-2	1478	-1
CC(=O)Nc1ccc(OCc2ccc(S(=O)(=O)Cc3ccccc3)cc2)cc1	2	1.2	-10	12	7	-18	1	-3	1682	2
CCC(=O)Nc1ccc(S(=O)(=O)NCc2ccco2)cc1	-2	0.9	-10	2	-1	7	1	-1	1421	-1
CC(Oc1ccccc1)C(=O)NC1=NCCS1 (stereo not given)	1	1	-16	5	3	0	1	0	1473	1
O=C(N/N=C/c1ccc(OC(F)F)cc1)C1=COCCO1	5	1	-8	4	9	5	1.1	-5	1779	0
CCN(CC)c1ccc(C=NCCc2ccc(S(N)(=O)=O)cc2)cc1	-4	1	-5	-5	-2	4	1	2	1649	-3
Cn1c(=O)n(CC(=O)OCc2ccccc2)c(=O)c2c1nc1n2CCCN1C1CCCCC1	-3	.	.	9	7	.	.	.	1849	.
O=C(NC1CC1)c1ccc2snnc2c1	1	1	-12	-3	8	0	1.1	-8	1621	-1
CCCNC(=S)NC1CC2CCCC(C1)N2CC(C)C (stereo not given)	-6	1	3	1	2	3	1	-3	1377	1
CCOC(=O)CC(=O)CSc1nc(C)nc2c1oc1ccccc12	11	1	-8	7	12	2	1	-1	1585	-6
COc1ccccc1-c1nc(N)n[nH]1	2	0.9	26	-1	-6	12	1	-2	1516	0
CC1CCC/C(=C\Nc2ccc3c(c2)OCO3)C1=O (stereo not given)	2	0.9	0	4	5	6	1	1	1371	-2

Next section
SMILES	PPARg SRC-3 ag	bIAP activator	TNAP inh no acc	PPARg SRC1 recr	PPARg SRC2 recr	bIAP inh	TNAP act hi DEA	TNAP inh hiacc	TR-FRET SRC-2 ct	HMGR II inh
Cc1ccsc1C(=O)NNC(=O)C1CCCCC1C(=O)O (stereo not given)	9	0.9	-5	-6	-2	8	1	1	1475	-2
CCc1cccc2c(C(=S)N3CCCC3)c[nH]c12	3	1	0	-1	4	3	1.1	-10	1444	1
Oc1ccc(CNc2ccccc2F)c2cccnc12	14	1.1	-21	7	1	-14	1.1	-8	1601	-1
COc1ccc(-n2c3c(cc(C(=O)NC4CCSC4=O)c2=O)C(=O)CC(C)(C)C3)cc1 (stereo not given)	9	0.9	4	1	6	7	1	0	1444	1
COc1cccc(NC(=S)N2CCCC2)c1	-6	0.8	-7	-10	-8	15	1.1	-6	1651	-1
CCOC(=O)c1c(C)[nH]c(C(=O)Cn2nnc(-c3ccc(Cl)cc3)n2)c1C	-4	0.9	-7	2	11	8	1	-2	1532	-4
COc1ccc(N2C(=O)CCC(C(=O)N(C)CCc3ccccn3)C2c2ccc(OC)c(OC)c2)cc1 (stereo not given)	0	1.1	-2	11	-3	-11	1	0	1560	0
COc1cc(NC2c3ncccc3C(=O)N2Cc2ccco2)cc(OC)c1OC (stereo not given)	2	1.1	-5	4	2	-7	1	0	1478	2
COC(=O)c1ccc(C(=O)OC)c(NC(=O)CCc2ccc(C)o2)c1	5	0.9	-8	4	9	10	1	0	1627	-1

An excerpt of the results above:
SMILES	PPARg SRC-3 ag	bIAP activator	TNAP inh no acc	PPARg SRC1 recr	PPARg SRC2 recr	bIAP inh	TNAP act hi DEA	TNAP inh hiacc	TR-FRET SRC-2 ct	HMGR II inh
Oc1ccc(CNc2ccccc2F)c2cccnc12	14	1.1	-21	7	1	-14	1.1	-8	1601	-1
COc1ccc(-n2c3c(cc(C(=O)NC4CCSC4=O)c2=O)C(=O)CC(C)(C)C3)cc1 (stereo not given)	9	0.9	4	1	6	7	1	0	1444	1
COc1cccc(NC(=S)N2CCCC2)c1	-6	0.8	-7	-10	-8	15	1.1	-6	1651	-1
CCOC(=O)c1c(C)[nH]c(C(=O)Cn2nnc(-c3ccc(Cl)cc3)n2)c1C	-4	0.9	-7	2	11	8	1	-2	1532	-4
COc1ccc(N2C(=O)CCC(C(=O)N(C)CCc3ccccn3)C2c2ccc(OC)c(OC)c2)cc1 (stereo not given)	0	1.1	-2	11	-3	-11	1	0	1560	0
COc1cc(NC2c3ncccc3C(=O)N2Cc2ccco2)cc(OC)c1OC (stereo not given)	2	1.1	-5	4	2	-7	1	0	1478	2
COC(=O)c1ccc(C(=O)OC)c(NC(=O)CCc2ccc(C)o2)c1	5	0.9	-8	4	9	10	1	0	1627	-1

Bioassay records (PubChem BioAssay)
